Coupling enz: counter-screen for Giardia aldolase inhibitors: coupling enzyme system; coupling enzyme system counterscreen, AmpLite Red fluorescence; activity change, negative = inhibition, % at 58.2 µM, hits read low; 0.67% of 290,000 active; in the data active means activity change below about -30%
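Counterscreen of the coupled detection system alone, without aldolase: glyceraldehyde-3-phosphate coupling enzymes plus AmpLite Red readout. Compounds at 57.5 uM final, 10 min RT preincubation, 20 min RT reaction, fluorescence 525/598 nm.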
KCNH2 3.1 inh: KCNH2 3.1 (human) potassium channel inhibition; activity change, % (tested at about 1.8 µM); 0.95% of 340,000 active; U2OS KCNH2 3.1, thallium flux FluxOr; hits give low values;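 active means maximum activity change below -70%; inconclusive means maximum activity change from -70% to -50%; inactive means maximum activity change above -50%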;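 further: thallium influx rate constant from kinetic fluorescence after stimulation buffer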
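We transduce U2OS cells with the mutant 3.1 virus, culture them overnight, load FluxOr with Red40 quencher for 45 min, then add stimulation buffer and read kinetically for 2 min to derive a normalized rate constant.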
uPA generation: cell surface uPA generation inhibition; cell surface uPA generation assay, qHTS; Potency, µM (doses to about 38.3 µM), without a hit: at the highest dose activity change, negative = inhibition, usual class: inhibitors; 0.31% of 330,000 active; active means well fitted inhibition curve with a large enough effect; inconclusive means small, poorly fitted or top-dose-only effect; inactive means no such curve, though single readings can be large or run the other way; tested in mouse RAW 264.7 cells; further: potency means the concentration at half of the fitted maximal effect; nearly all actives have a fitted effect of over 55% in size
Eya2 phos inh: blocks the phosphatase activity of human Eya2; recombinant Eya2, OMFP fluorescence dephosphorylation (OMFP is methylfluorescein phosphate); Potency, µM (series often up to 76.9 µM), for the others: at the highest dose activity, negative = inhibition, usual class: inhibitors; 0.006% of 330,000 active; AID 488837; further: potency means the concentration at half of the fitted maximal effect
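Eya2 protein (added as 0.2 uM solution) was preincubated with compound for 10 min at ambient temperature in 50 mM HEPES pH 7.5, 50 mM NaCl, 5 uM MgCl2, 0.05% BSA, 1 mM DTT. OMFP (added at 50 uM) then reacted 10 min; fluorescence read at 485/525 nm.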
Giardia kill: kills Giardia lamblia; Giardia lamblia trophozoite viability; activity change, % at 7.66 µM, hits read low; 0.15% of 340,000 active; in the data active means activity change below about -80%; inconclusive means between about -30% and that limit;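 further: parasites exposed to compound for two days anaerobically before the ATP read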
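Giardia lamblia trophozoites (100 cells/well) were incubated with compounds for 48 h at 37 deg C under anaerobic conditions. Viability was read as ATP content by one-step luminescence after 15-30 min at room temperature.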
B2AR arrestin: beta2AR (human) beta-arrestin recruitment activity. beta-arrestin recruitment to beta2AR, cell-based reporter. Potency, µM (doses to about 46.1 µM), inactives show top-dose activation, actives largely listed as activators. 0.02% of 330,000 active;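 further: potency means the concentration at half of the fitted maximal effect; 0% = DMSO controls and full agonism = EC100 isoproterenol or metaproterenol; nearly all actives have a fitted effect of over 65% in size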
Target sequence (P07550 whole entry, looked up): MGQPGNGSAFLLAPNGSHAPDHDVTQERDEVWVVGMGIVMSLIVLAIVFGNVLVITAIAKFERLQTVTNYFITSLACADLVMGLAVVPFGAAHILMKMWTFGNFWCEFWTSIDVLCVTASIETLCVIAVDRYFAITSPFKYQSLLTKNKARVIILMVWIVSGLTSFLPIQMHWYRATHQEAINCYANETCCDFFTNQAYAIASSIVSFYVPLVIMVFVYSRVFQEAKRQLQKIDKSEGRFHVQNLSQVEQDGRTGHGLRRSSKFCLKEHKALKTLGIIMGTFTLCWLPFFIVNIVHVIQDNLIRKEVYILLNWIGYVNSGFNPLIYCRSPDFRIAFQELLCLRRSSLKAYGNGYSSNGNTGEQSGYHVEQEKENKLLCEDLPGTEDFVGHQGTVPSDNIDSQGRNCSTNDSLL
GALK inhibitor: inhibitors of human galactokinase | AID 1868 | Purified GALK, Kinase-Glo residual ATP luminescence | 0.007% of 270,000 active | Potency, µM (highest dose often 57.5 µM), for the others: top-dose activity change, negative = inhibition, hits mostly inhibitors; further: potency means the concentration at half of the fitted maximal effect
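5 nM enzyme, 35 uM ATP, 100 uM galactose, 20 mM HEPES pH8.0, 5 mM MgCl2; 1 h RT; residual ATP by Kinase-Glo Plus luminescence, qHTS format.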
USP2a block: USP2a (human) protease inhibition; USP2 core, Ub-CHOP2 coupled fluorogenic reporter, 485/531; 0.01% of 330,000 active; Potency, µM (highest dose often 38.3 µM), for inactives: at the highest dose activity change, negative = inhibition, usual class: inhibitors; AID 463254;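 further: potency means the concentration at half of the fitted maximal effect; plate controls were DMSO wells for no effect and full inhibition by NEM control for full effect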
Target sequence (O75604 whole entry, looked up): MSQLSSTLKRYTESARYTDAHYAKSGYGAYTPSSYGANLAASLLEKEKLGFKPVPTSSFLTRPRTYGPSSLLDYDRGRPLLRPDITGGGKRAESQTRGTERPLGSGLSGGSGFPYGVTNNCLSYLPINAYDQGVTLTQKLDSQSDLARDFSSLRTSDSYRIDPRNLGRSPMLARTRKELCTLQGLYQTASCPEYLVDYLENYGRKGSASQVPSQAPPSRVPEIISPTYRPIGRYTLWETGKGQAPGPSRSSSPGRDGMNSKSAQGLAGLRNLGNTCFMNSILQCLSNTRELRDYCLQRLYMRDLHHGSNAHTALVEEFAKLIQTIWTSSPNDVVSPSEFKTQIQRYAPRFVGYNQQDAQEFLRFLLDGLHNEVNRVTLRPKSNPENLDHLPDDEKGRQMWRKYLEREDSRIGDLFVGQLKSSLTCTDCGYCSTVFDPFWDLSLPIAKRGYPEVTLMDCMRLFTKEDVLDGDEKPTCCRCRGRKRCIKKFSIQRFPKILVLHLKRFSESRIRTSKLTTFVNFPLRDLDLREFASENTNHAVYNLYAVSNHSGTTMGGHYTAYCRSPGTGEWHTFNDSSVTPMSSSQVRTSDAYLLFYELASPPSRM
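Deubiquitinase activity read as fluorescence (485/531 nm) after Ub-CHOP2 cleavage activates the enterokinase reporter on its substrate; USP2 core 10nM, Ub-CHOP2 and substrate 25nM each, 30min compound preincubation then 60min RT; data normalized to NEM, curves fitted.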
PKM2 act: activators of human pyruvate kinase M2; Potency, µM (titrated, usually from 57.5 µM), without a hit: at the top dose activation, most hits filed as activators; 0.34% of 260,000 active; purified PKM2, Kinase-Glo ATP luminescence, activation; response scale: 0% is enzyme alone, no compound; further: potency means the concentration at half of the fitted maximal effect; nearly all actives have a fitted effect of over 55% in size
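hPK-M2, >95% pure; 0.1 mM ADP / 0.5 mM PEP final; imidazole pH7.2 buffer w/ 7 mM MgCl2, 50 mM KCl; 1 h RT; Kinase-Glo lum. Intermediate enzyme activity for dual inhibitor/activator qHTS.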
Chronic BCR inh: inhibitors of chronic active B-cell receptor signaling | ABC-DLBCL IkBa-CBG/CBR reporter, luminescence ratio, 4 h | Potency, µM (top dose mostly 46.1 µM), for the others: at the highest dose ratio change, negative = lower green/red ratio, actives largely listed as inhibitors | 0.05% of 340,000 active; active means well fitted inhibition curve with a large enough effect in the signal ratio, with a control signal flat, not every such curve was filed as active; inconclusive means small, poorly fitted or top-dose-only effect, or effect the other way, or a change in a side signal; the % refers to the signal ratio;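 further: potency means the concentration at half of the fitted maximal effect; plate controls were basal doxycycline-induced cells for no effect and cells given 10 µM MG132 for full effect; MG132 reads +100%, hits lower the ratio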
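TMD8 ABC-DLBCL cells carrying doxycycline-inducible green luciferase fused to IkappaBalpha plus unfused red luciferase were exposed to compounds (up to 46 uM) for 4 hrs at 37C. Activity came from the overlap-corrected green/red luminescence ratio.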
hERG WT inh: blocks the wildtype human KCNH2 potassium channel | Q12809 | U2OS, BacMam KCNH2, thallium flux FluxOr; hits give low values | activity change, % at 1.84 µM | 0.37% of 340,000 active | AID 720551;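 active means maximum activity change below -70%; inconclusive means maximum activity change between -70% and -50%; inactive means maximum activity change above -50%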
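U2OS cells transduced with wild-type KCNH2 virus are loaded with FluxOr dye for 45 min, and thallium flux is measured in kinetic reads before and after stimulation buffer. Rate constants are normalized to DMSO controls.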
* marks the source's active call; other numbers are inactive results; ? = inconclusive; · = not tested or not shown; & = joins results of further samples; [ ] = remark or other dose. Unless noted, the call rests on the fitted dose curve; in most records, active means well fitted curve in the direction sought with a large enough effect; inconclusive means small, poorly fitted or top-dose-only effect, or another doubt; inactive means no such curve, though single readings can be large; an effect the other way counts as inactive or inconclusive. Unless noted, on the % scale 0 is the no-effect control and ±100 the full control effect.

SMILES	Coupling enz	KCNH2 3.1 inh	uPA generation	Eya2 phos inh	Giardia kill	B2AR arrestin	GALK inhibitor	USP2a block	PKM2 act	Chronic BCR inh	hERG WT inh
O=C1CCCN1CC1CCN(Cc2nc(CC3CC3)no2)CC1	2	-8	2%	19%	-7	-0.6%	7%	0%	-10%	-2%	8
COc1ccc(/C(=N/OC(C)=O)c2nccc3cc(OC)c(OC)cc23)cc1OC	-32*	-1	10%	-27%	22	0.4%	4%	2%	-5%	-24%	-11
CSCCC(NS(=O)(=O)c1ccccc1F)C(=O)Nc1cccc(C)n1 (stereo unspecified)	·	·	-5%	-5%	3	-0.9%	-8%	0%	-1%	3%	6
Cc1ccc(C2=NS(=O)(=O)N(C)C(C(=O)NC3CCCCC3)=C2)cc1	0	-23	-21%	-17%	12	0.0%	·	0%	1%	9%	8
Cn1c(=O)cc(SCC(=O)Nc2cccnc2)c2ccccc21	-2	-8	1%	11%	-5	0.0%	0%	0%	22%	?	-8
O=C(CSc1nc2c(sc3ccccc32)c(=O)n1CCO)NCC1CCCO1 (stereo unspecified)	1	-18	-1%	7%	-14	0.1%	0%	3%	-1%	-2%	-10
CCC(C(=O)OCC(=O)N(C)c1c(N)n(Cc2ccccc2)c(=O)[nH]c1=O)c1ccccc1 (stereo unspecified)	·	1	-6%	-16%	-1	-0.4%	·	1%	·	1%	1
O=C(COc1ccc(S(=O)(=O)N2CCCCC2)cc1Cl)N1CCOCC1	-2	-11	5%	0%	0	-0.3%	7%	0%	1%	2%	-3
Cc1cc(NS(C)(=O)=O)c(=O)n(Cc2cccc(F)c2)c1	-11	25	-4%	9%	0	0.1%	·	-1%	-2%	5%	5
Cc1ccc(NC(=O)CNC(=O)c2ccco2)cc1Cl	2	-5	2%	-3%	-2	-0.2%	-2%	-4%	0%[11.5 µM]	1%	15
O=C(COC(=O)c1cc(S(=O)(=O)N2CCOCC2)ccc1F)NCc1ccc2c(c1)OCO2	·	23	2%	-18%	4	-0.4%	·	1%	·	4%	-6
COc1ccc(NC(=O)Nc2cccc3c2O[C@H](CN(C)S(=O)(=O)c2c(C)noc2C)[C@@H](C)CN([C@H](C)CO)C3=O)cc1	·	·	-4%	2%	34[activator]	-0.9%	·	1%	·	?	8
COc1ccc(/C(N)=N/OC(=O)c2ccc3c(c2)OCO3)cc1OC	3	-4	-21%	-11%	-6	0.4%	2%	2%	-6%	-3%	-17
Cc1ccc(Nc2nnc(SCc3cc(=O)n4ccsc4n3)s2)c(C)c1	-6	-2	5%	-9%	7	0.2%	0%	-2%	-1%	-2%	4
Cc1cc(NC(=O)c2ccc(Br)c([N+](=O)[O-])c2)no1	0	-17	-1%	-15%	-18	0.4%	10%	6%	·	?	5
Cc1ccc(-c2noc(CCCc3ccccc3)n2)cc1	3	26	5%	14%	0	-0.1%	0%	-1%	-6%	12%	3
COc1cc(OC)cc(N(C(=O)CNC(=O)c2cccs2)C(C(=O)NCC2CCCO2)c2ccccc2)c1 (stereo unspecified)	-1	-3	6%	-6%	26	-0.5%	-1%	0%	·	2%	5
FC(F)(F)c1ccc(/C=N/n2c(COc3ccccc3)n[nH]c2=S)cc1	5	-9	-3%	8%	-2	-0.5%	5%	-5%	·	6%	7
Cc1ccc(-n2c(Cc3noc4ccccc34)n[nH]c2=S)cc1	0	3	1%	2%	-11	-0.7%	2%	1%	3%	?	-17
CS(=O)(=O)Nc1ccccc1C(=O)NCCSc1ccccc1	-1	-4	-6%	-4%	12	-0.6%	5%	0%	-1%	?	-13

In a second layout: entries from further up
| SMILES | Coupling enz | KCNH2 3.1 inh | uPA generation | Eya2 phos inh | Giardia kill | B2AR arrestin | GALK inhibitor | USP2a block | PKM2 act | Chronic BCR inh | hERG WT inh |
| --- | --- | --- | --- | --- | --- | --- | --- | --- | --- | --- | --- |
| O=C(COC(=O)c1cc(S(=O)(=O)N2CCOCC2)ccc1F)NCc1ccc2c(c1)OCO2 | · | 23 | 2% | -18% | 4 | -0.4% | · | 1% | · | 4% | -6 |
| CS(=O)(=O)Nc1ccccc1C(=O)NCCSc1ccccc1 | -1 | -4 | -6% | -4% | 12 | -0.6% | 5% | 0% | -1% | ? | -13 |
| COc1cc(OC)cc(N(C(=O)CNC(=O)c2cccs2)C(C(=O)NCC2CCCO2)c2ccccc2)c1 (stereo unspecified) | -1 | -3 | 6% | -6% | 26 | -0.5% | -1% | 0% | · | 2% | 5 |
| FC(F)(F)c1ccc(/C=N/n2c(COc3ccccc3)n[nH]c2=S)cc1 | 5 | -9 | -3% | 8% | -2 | -0.5% | 5% | -5% | · | 6% | 7 |
| Cc1ccc(Nc2nnc(SCc3cc(=O)n4ccsc4n3)s2)c(C)c1 | -6 | -2 | 5% | -9% | 7 | 0.2% | 0% | -2% | -1% | -2% | 4 |
| Cc1cc(NC(=O)c2ccc(Br)c([N+](=O)[O-])c2)no1 | 0 | -17 | -1% | -15% | -18 | 0.4% | 10% | 6% | · | ? | 5 |
| COc1ccc(NC(=O)Nc2cccc3c2O[C@H](CN(C)S(=O)(=O)c2c(C)noc2C)[C@@H](C)CN([C@H](C)CO)C3=O)cc1 | · | · | -4% | 2% | 34[activator] | -0.9% | · | 1% | · | ? | 8 |

(listing goes on)
SMILES	Coupling enz	KCNH2 3.1 inh	uPA generation	Eya2 phos inh	Giardia kill	B2AR arrestin	GALK inhibitor	USP2a block	PKM2 act	Chronic BCR inh	hERG WT inh
Cc1cc(OCCOCCN(C)C)ccc1Cl	-1	-1	-2%	-6%	-3	-1.6%	2%	0%	0%	-1%	1
CCCN=C1N(C)C[C@@H]2[C@@H]3C(=O)N(C)C(=O)[C@@H]3[C@](CC)(C(=O)OC)N12	·	28	16%	6%	23	-0.6%	·	3%	·	1%	-1
O=[N+]([O-])c1nn(-c2ccc3c(c2)OCCO3)n(O)c1=NCc1ccc(F)cc1	2	-29	-14%	-7%	?	-0.2%	0%	1%	-8%	-4%	-19
Cc1cccc(N2CCN(C(=O)CN(C)S(=O)(=O)c3ccc4c(c3)CCC(=O)N4)CC2)c1C	1	12	-3%	-8%	19	-0.3%	3%	1%	-6%	-7%	-1
CCCCC(=O)Nc1ccc(NC(=S)NC(=O)CC(C)C)cc1OC	-1	·	10%	-2%	23	3.6%	2%	0%	15%	2%	-10
Brc1ccccc1-c1nnc2sc(-c3ccc4c(c3)OCCO4)nn12	2	1	-24%	-2%	-2	0.0%	-1%	-1%	-4%	?	-3
Cc1ccc(N2CC(C(=O)NC3CC3)CC2=O)cc1Cl (stereo unspecified)	0	3	0%	2%	-5	-0.5%	2%	0%	-15%	-19%	1
CNC(=O)/C(=C\c1cccc(Oc2ccccc2)c1)NC(=O)c1ccccc1	0	-15	4%	2%	-4	4.7%	-3%	9%	7%	-11%	-2
CN(C)S(=O)(=O)c1cccc(NC(=O)COC(=O)c2cccn2C)c1	5	11	18%	3%	6	0.2%	-1%	3%	5%	?	1
CCCN(CC(=O)Nc1ccccc1OC)C(=O)C1CCCC1	·	-3	-11%	-16%	-2	-0.4%	·	2%	·	0%	1
O=C(Nc1ccncc1)C1CC(=O)N(c2ccc(F)cc2)C1 (stereo unspecified)	-3	20	4%	8%	-13	0.3%	-2%	0%	0%	3%	2
CC(C)NC(=O)NC(=O)CSc1nncn1C	-1	-3	·	4%	13	-0.2%	1%	1%	3%	-1%	1
O=C(CCCSc1nnc(Nc2ccccc2F)s1)N1CCOCC1	1	-5	1%	1%	-11	-0.2%	-2%	1%	3%	?	3
COc1ccc(OC)c(C(=O)COC(=O)C(CCSC)NC(=O)COc2ccccc2)c1 (stereo unspecified)	·	13	-4%	-21%	-11	0.3%	·	0%	·	-7%	0
CCOc1cc(/C=N/NC(=O)C(C)Sc2ccccn2)ccc1O (stereo unspecified)	-2	-14	-3%	3%	-14	-0.1%	2%	1%	1%	-18%	0
O=C(COC(=O)/C=C/c1ccc(S(=O)(=O)N2CCOCC2)cc1)NCc1ccccc1	1	-6	-9%	2%	7	0.3%	9%	1%	-1%	-5%	-1
Clc1ccc2c(c1)CCc1cccnc1C2=C1CCNCC1	0&-1&1	·	·	-8%&2%	·	·	1%&-1%	1%&3%	0%&-6%	?	·
O=Cc1c(Nc2cccc(C(F)(F)F)c2)nc2ccccn2c1=O	2	0	0%	-7%	12	0.1%	4%	-1%	·	?	8
COC(=O)Nc1ccc(S(=O)(=O)N2CCC(C(=O)N(C)C3CCCCC3)CC2)cc1	-2	5	1%	-5%	9	0.0%	0%	0%	3%	-15%	-16
O=C(O)CNC(=O)c1ccc(Sc2ccccc2)c([N+](=O)[O-])c1	9	5	-6%	-1%	-9	0.0%	10%	-7%	4%	2%	-4
N#CC1=C(N)Nc2nc3ccccc3n2C1c1ccc(F)cc1 (stereo unspecified)	0	19	2%	-3%	31[activator]	-0.2%	-1%	2%	-2%	?	6
COc1ccc(NC(=O)CN(C)C(=O)c2c(-c3ccccc3Cl)noc2C)cc1	·	0	15%	33%	15	0.1%	·	0%	·	-1%	0
